M4 ag = human M4 muscarinic receptor agonists, primary screen, CHO-K1 cells, Fluo-8 calcium fluorescence. Muscarinic acetylcholine receptor M4 (Homo sapiens), P08173. activation, % at 3 µM. CHO-K1 hM4/Gqi5; vehicle 0%, full acetylcholine response 100%. 360,000 tested, 0.14% active;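 active means activation above the run mean over all test wells plus 3 SD, cut at about 32% in these data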;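 further: peak over basal fluorescence ratio per well then scaled between controls; 0% = DMSO wells and 100% = acetylcholine at EC100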
CHRM4 antagonist = human M4 muscarinic receptor antagonists, primary screen, CHO cells, Fluo-8 calcium fluorescence. Muscarinic acetylcholine receptor M4 (Homo sapiens), P08173. CHO-hM4 cells, ACh EC80. inhibition, % at 3 µM. 360,000 tested, 0.73% active. AID 624125, 2012;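 active means inhibition above its plate's cutoff, the mean inhibition of sample wells plus 3 SD, cut at about 27% in these data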;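 further: 0% = acetylcholine EC80 with DMSO and 100% = DMSO without agonist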
CHRM5 agonist = human M5 muscarinic receptor agonists, primary screen, CHO-K1 cells, Fluo-8 calcium fluorescence; Muscarinic acetylcholine receptor M5 (Homo sapiens), P08912; CHO-K1 hM5 cells; 0% DMSO wells, 100% maximal acetylcholine response; activation, % at 3 µM; 360,000 tested, 0.19% active; AID 624037, 2012;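 active means activation above the run's mean over test compounds plus 3 SD, cut at about 23% in these data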;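 further: signal is peak over basal fluorescence ratio across the kinetic read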
Target sequence (P08912 whole entry, looked up): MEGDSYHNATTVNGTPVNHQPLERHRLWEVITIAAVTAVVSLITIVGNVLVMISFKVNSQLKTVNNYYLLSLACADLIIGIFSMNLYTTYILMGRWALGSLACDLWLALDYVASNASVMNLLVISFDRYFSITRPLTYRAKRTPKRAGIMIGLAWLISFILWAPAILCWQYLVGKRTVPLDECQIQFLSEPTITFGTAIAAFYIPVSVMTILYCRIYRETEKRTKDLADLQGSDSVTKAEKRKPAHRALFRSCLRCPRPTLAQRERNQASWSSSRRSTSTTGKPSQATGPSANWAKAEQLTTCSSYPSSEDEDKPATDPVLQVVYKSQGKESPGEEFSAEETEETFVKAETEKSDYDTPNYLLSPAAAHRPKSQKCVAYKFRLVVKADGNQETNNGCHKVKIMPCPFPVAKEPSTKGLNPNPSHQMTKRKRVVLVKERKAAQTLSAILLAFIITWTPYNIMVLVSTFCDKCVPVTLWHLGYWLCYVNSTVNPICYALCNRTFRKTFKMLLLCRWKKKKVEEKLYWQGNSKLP
M4 PAM = human M4 muscarinic receptor positive allosteric modulators, primary screen, CHO-K1 cells, Fluo-8 calcium fluorescence. Muscarinic acetylcholine receptor M4 (Homo sapiens), P08173. CHO-K1 hM4/Gqi5, ACh EC20; 0% = ACh EC20, 100% = maximal ACh. activation, % at 3 µM. 360,000 tested, 0.4% active;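 active means activation above its plate's cutoff, the mean activation of sample wells plus 3 SD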; further: some results filed as inactive read as strong as hits
CHRM5 antagonist = human M5 muscarinic receptor antagonists, primary screen, CHO cells, Fluo-8 calcium fluorescence; Muscarinic acetylcholine receptor M5 (Homo sapiens), P08912; AID 624040, 2012; 360,000 tested, 0.59% active; inhibition, % at 3 µM; CHO-hM5 cells, ACh EC80;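 active means inhibition above a per-plate cutoff, the mean of that plate's test compounds plus 3 SD, cut at about 27% in these data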;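 further: 0% = acetylcholine EC80 with DMSO and 100% = DMSO without agonist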
CRFBP-R2 agonist = agonists of CRF-BP/CRF-R2 complex, primary screen, cell-based, HEK293, calcium dye fluorescence, uHTS; CRF-binding protein / CRF receptor 2 complex (human); activation, % at 13.2 µM; calcium dye fluorescence (FLIPR); percent of saturating CRF peptide response; AID 588473, 2011; 350,000 tested, 0.46% active;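 active means activation of at least 50%, plus an integration ratio under a set limit after plate pattern correction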;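 further: plate controls were neutral control wells without compound for no effect and CRF at EC100 for full effect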
CHRM5 PAM = human M5 muscarinic receptor positive allosteric modulators, primary screen, CHO-K1 cells, Fluo-8 calcium fluorescence; CHO-K1 hM5, ACh EC20 PAM; 0% = ACh EC20, 100% = ACh EC100; 360,000 tested, 0.3% active; Muscarinic acetylcholine receptor M5 (Homo sapiens), P08912; AID 624038, 2012; activation, % at 3 µM;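 active means activation above the run cutoff, the mean activation of all test compounds plus 3 SD, cut at about 18% in these data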
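Probe or stimulus: acetylcholine, EC20 level; Assay system: human M5 receptor in CHO-K1 cells; Schedule: compound preincubation 140 s before EC20 acetylcholine addition; Technique: intracellular calcium via Fluo-8 fluorescence; Dosing: single-point, 3 µM nominal; Read-out basis: percent activation from peak-over-basal fluorescence ratio, scaled EC20-to-EC100 acetylcholine; Repeats: one well per compound, no replicates.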
CRFR2-BP antag = antagonists of CRF-BP/CRF-R2 complex, primary screen, cell-based, HEK293, calcium dye fluorescence, uHTS. CRF-induced calcium fluorescence. inhibition, % at 11.8 µM. 350,000 tested, 0.59% active;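 active means inhibition of the ligand-induced calcium signal above about 50% at the single tested concentration, limit read from the data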
IDE cell inh = human IDE inhibitors in live cells, primary screen, fluorescence polarization, HEK cells, FAbetaB substrate; inhibition, % at 5.59 µM; FAbetaB cleavage; 320,000 tested, 0.41% active;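 active means percent inhibition above the average of all tested compounds plus 3 SD, set per screening campaign, cut at about 16% in these data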;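 further: IDE supplied by intact live HEK cells; FP after avidin binding of uncleaved biotin substrate so inhibition keeps polarization high; 0% = DMSO wells and 100% = 60 µM reference IDE inhibitor Ii1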
Starred values were filed as active, the others as inactive; nt = not tested or not shown.

Values run as follows: IDE cell inh	CHRM4 antagonist	CHRM5 antagonist	CRFR2-BP antag	CHRM5 PAM	CHRM5 agonist	CRFBP-R2 agonist	M4 ag	M4 PAM
Cc1ccc(NC2=CC(=O)CCC2)cc1C
    5	-1	-7	10	7	1	-1.5	-1	-1
CCc1noc(C)c1C(=O)OC(C)C(=O)Nc1ccccc1OC (configuration not stated)
    4	-7	6	-3	-2	-1	-0.3	2	1
Cc1ccc(C)n1NC(=O)c1cccs1
    3	-2	-6	-3	2	4	0.0	0	10
CCOC(=O)C1(Cc2ccccc2)CCCN(C(=O)COc2ccccc2OC)C1 (configuration not stated)
    nt	-14	-3	0	-3	0	-2.4	7	1
COc1cccc(N2CCN(C(=O)C3C4C=CC5(CN(Cc6ccccc6Cl)C(=O)C35)O4)CC2)c1 (configuration not stated)
    3	2	8	5	-13	-1	-2.7	3	0
CC(Sc1nnc(-c2cccnc2)n1N)C(=O)NCCC1=CCCCC1 (configuration not stated)
    nt	7	3	-9	-2	-3	1.0	0	-11
COc1ccc(CN2CCNC(=O)C2CC(=O)N(C)Cc2nccs2)cc1OC (configuration not stated)
    -4	3	1	-2	-1	0	0.7	1	-3
CC1CC2(CC(C)(C(=O)CSc3nc4ccccc4s3)OC2=O)C(=O)O1 (configuration not stated)
    0	-3	1	-8	-4	0	-1.8	8	-5
CC1=C(C(=O)Nc2cc(C)ccn2)C(c2ccc(C)cc2)C2=C(CCCC2=O)N1 (configuration not stated)
    4	3	-7	-1	7	-9	-0.2	1	1
Cc1ccc2nc(NNC(=O)c3ccc(S(=O)(=O)N4CCc5ccccc5C4)cc3)sc2c1
    -2	-3	4	-18	-6	7	3.0	8	0
CC(C)c1ccc(C(=O)COC(=O)C(O)c2ccccc2)cc1 (configuration not stated)
    -4	-10	13	-12	-3	-6	-0.1	5	5
CCOc1ccc(C(=O)NC(C(=O)NCC(c2cccs2)N(C)C)C(C)C)cc1 (configuration not stated)
    -2	0	8	-7	2	1	0.1	0	8
COc1ccc(CC(=O)OCC(=O)Nc2ccc(Cl)c(S(=O)(=O)N(C)C)c2)cc1
    -2	3	7	-5	0	2	4.3	4	6
COc1ccc(C(=O)Nc2nc3ccccc3[nH]2)cc1S(=O)(=O)N1CCCC1
    2	15	1	-6	-4	2	-1.0	6	-6
CCN(CC(=O)Nc1c(F)cccc1F)C(=O)C1CCN(S(=O)(=O)c2ccccc2C(=O)OC)CC1
    nt	-10	5	-7	-1	0	0.1	5	7
OCCN(Cc1ccccc1)CC1CCCCC1
    6	-2	-6	-9	3	-2	5.8	1	-1
COc1ccc(C(C(=O)NC(C)(C)C)N(Cc2ccc(C)cc2)C(=O)CCC(=O)Nc2cc(C)on2)cc1 (configuration not stated)
    2	-1	-9	5	2	-3	-1.1	1	-6
COc1cc(-c2cc[n+](C)cc2)ccc1O
    -1	-4	3	-4	4	1	3.0	0	4
COc1ccccc1OCc1ccc(C(=O)c2ccccc2)cc1
    1	-10	-1	9	3	-2	0.9	0	-3
Oc1nc(-c2ccc(Br)cc2)n2ccncc12
    -5	5	3	24	1	2	-2.5	1	1
COc1cccc(CC(NC(C)=O)C(=O)NC2CCN(c3nnnn3-c3ccccc3)CC2)c1OC (configuration not stated)
    4	3	9	-1	-4	0	0.1	0	-1
O=C(O)c1ccc(-c2ncc[nH]2)cc1
    5	2	-17	0	-9	4	3.0	1	-3
O=C1N/C(=N/O)S/C1=C/c1cccc([N+](=O)[O-])c1
    -3	2	-11	17	-2	0	-2.2	2	-7
O=C(CCc1nnc2ccc(N3CCC4(CC3)OCCO4)nn12)Nc1ccc(F)cc1
    5	-1	3	2	2	-2	-0.3	1	2
COc1cc(NC(=O)c2ccco2)c(OC)cc1NC(=O)CCC(=O)Nc1cc(C)ccc1C
    -2	-2	10	-5	-15	1	1.6	8	-2
CCC(=O)N1CCC1(C)C(=O)Nc1cccc2cccnc12 (configuration not stated)
    nt	-7	-8	nt	2	1	nt	1	3
O=C(CSc1ccc(-c2cccnc2)nn1)N1CCCCCC1
    -5	-6	-4	-9	6	-1	-0.8	2	4
OCCC1CN(Cc2ccc3nsnc3c2)CCN1C1CCCC1 (configuration not stated)
    4	47*	5	11	-2	-10	0.7	0	-19
CC1Cc2cc(S(=O)(=O)N3CCC(C(=O)Nc4ccccn4)CC3)ccc2N1C(=O)C1CCC1 (configuration not stated)
    7	-12	7	2	-7	-4	0.7	7	6
COc1ccccc1N(C(C)=O)c1nc(C)cc(C)c1C#N
    -1	-1	-5	6	1	-1	-1.0	1	2
CCOC(=O)c1sc2nc(SC)nc(-c3ccc(Cl)cc3)c2c1N
    -4	-3	-8	-6	13	-4	1.0	0	2
CCc1nnc(SCC(=O)N2CCc3ccccc32)n1CC
    -4	0	5	-17	-1	-3	0.6	0	-4
Cc1ccc2nc(/C(C#N)=C\c3ccc(Oc4ccc([N+](=O)[O-])cn4)cc3)[nH]c2c1
    1	3	-3	-38	-1	1	4.6	1	13
CCOC(=O)c1cc(-c2ccc(OC)cc2OC)nn1-c1ccc(C(=O)O)cc1
    6	2	0	20	-2	-4	-2.8	1	-11
CC(C)Oc1ccc(C(=O)O)cc1
    -2	6	3	7	-4	-1	-0.9	1	1
COc1ccc([N+](=O)[O-])cc1NC(=O)C1(c2ccc(OC)c(OC)c2)CCOCC1
    4	5	0	-1	3	0	-0.6	-1	-1
CC(C)CCn1cnc2c([nH]c3cccc(Cl)c32)c1=O
    -13	10	0	-13	-8	1	2.1	1	3
CCOCCn1ccc2c(OCC(=O)NCCc3ccc(OC)c(OC)c3)cccc2c1=O
    -2	-19	9	3	-4	3	1.3	11	4
CCN(CCNC(=O)C1CCN(S(C)(=O)=O)CC1)c1ccccc1
    2	0	-4	6	4	2	0.9	3	5
Cc1oc(-c2ccc(Cl)cc2)nc1CN1CCCC(C(=O)NC2CC2)C1 (configuration not stated)
    6	-8	15	-5	-6	-6	0.8	0	-2
Cc1cccc2nc(CSc3nc4[nH]ncc4c(=O)n3-c3cccc(Cl)c3)cc(=O)n12
    14	-7	2	-34	-2	2	-0.1	3	-4
Cc1cc(NC(=O)C(C)SCC(=O)Nc2nnc(CC(C)C)s2)no1 (configuration not stated)
    3	-3	-9	14	2	5	0.0	0	3
COc1cc(C(=O)NCCC(=O)NCc2ccc3c(c2)OCO3)cc(OC)c1OC
    -2	7	-9	0	5	0	-3.1	1	10
Cn1cnc([N+](=O)[O-])c1Sc1ncccc1N
    2	-20	10	-15	1	-2	1.2	0	9
N#Cc1cc(NC2CCCC2)c([N+](=O)[O-])cc1C#N
    3	-1	-3	13	1	-1	-0.2	-1	-3

Structures listed so far shown as hits in CHRM4 antagonist:
Values run as follows: IDE cell inh	CHRM4 antagonist	CHRM5 antagonist	CRFR2-BP antag	CHRM5 PAM	CHRM5 agonist	CRFBP-R2 agonist	M4 ag	M4 PAM
OCCC1CN(Cc2ccc3nsnc3c2)CCN1C1CCCC1 (configuration not stated)
    4	47*	5	11	-2	-10	0.7	0	-19

The results go on:
Values run as follows: IDE cell inh	CHRM4 antagonist	CHRM5 antagonist	CRFR2-BP antag	CHRM5 PAM	CHRM5 agonist	CRFBP-R2 agonist	M4 ag	M4 PAM
O=C(NC1CCCCC1)C(c1cccnc1)N(C(=O)c1csnn1)C1CCCC1 (configuration not stated)
    0	-9	-9	7	7	0	-0.1	0	2
CCOc1ccc(C(=S)N2CCN(C)CC2)cc1
    -2	-2	-1	-9	0	-4	-0.7	0	-2
COC(=O)c1c(NC(=O)CCC(=O)O)sc(Cc2ccccc2)c1C
    0	2	-1	-3	5	3	-7.0	0	-7
Cc1ccc(N(Cc2cc3ccc(C)cc3[nH]c2=O)S(=O)(=O)c2ccccc2)c(C)c1
    7	0	-2	-12	-1	-4	2.4	0	2
Cc1ccc(-c2nnn(CC(=O)N(CC(=O)NC3CCCCC3)c3ccc(F)c(Cl)c3)n2)o1
    0	-1	0	30	0	4	-2.6	1	-1
O=C(CSc1nnc(CN2CCCC2)n1-c1ccc(F)cc1)c1ccc2c(c1)OCO2
    nt	2	5	6	6	-2	0.4	2	7
O=C(O)c1ccc2c(c1)C(=O)N(c1cccc(-c3nc4ccccc4s3)c1)C2=O
    -1	4	-2	30	2	-1	0.7	0	-6
COc1cccc(CNC(=O)C(=O)NCCC2CCCCN2S(=O)(=O)c2ccc(C)cc2)c1 (configuration not stated)
    1	-11	4	14	0	-3	1.9	2	-4
CCn1c(SCC(=O)C(C)(C)C)nnc1-c1cnccn1
    1	-8	-3	-13	2	3	1.8	1	7
COc1ccc(/C(C)=N/NC(=O)CNC(=O)c2ccncc2)c(OC)c1
    0	-15	-12	-8	11	-1	2.6	0	-5
CCC(=O)OCOc1ccc(/C=C2/CCC(CN(C)C)C2=O)cc1 (configuration not stated)
    nt	21	7	23	-20	5	2.0	14	-9
O=C(N/N=C/c1cccc([N+](=O)[O-])c1)c1cnccn1
    4	-7	-4	8	-4	-5	1.7	1	-1
N#Cc1cccc(C#N)c1Oc1ccc(N)cc1
    -2	-2	2	7	3	0	4.0	0	2
